BCR signal inh: blocks chronic active B-cell receptor signaling | ABC-DLBCL IkBa-CBG/CBR reporter, luminescence ratio, 4 h | Potency, µM (doses to about 46.1 µM), for the others: top-dose ratio change, negative = lower green/red ratio, most hits filed as inhibitors | 340,000 tested, 0.05% active | AID 493014; active means well fitted inhibition curve with a large enough effect in the signal ratio, with a control signal flat, not every such curve was filed as active; inconclusive means small, poorly fitted or top-dose-only effect, or effect the other way, or a change in a side signal; the % refers to the signal ratio;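 further: potency means the concentration at half of the fitted maximal effect; plate controls were basal doxycycline-induced cells for no effect and cells given 10 µM MG132 for full effect; MG132 reads +100%, hits lower the ratio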
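TMD8 human ABC-DLBCL cells with doxycycline-inducible IκBα–green luciferase fusion and unfused red luciferase, in 0.5% FBS medium; compounds up to 46 uM, 4 h at 37C. Green/red luminescence ratio, filter-overlap corrected, fitted to concentration-response curves.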
Giardia kill: kills Giardia lamblia; Giardia lamblia trophozoite viability; activity change, % at 7.66 µM, hits read low; 340,000 tested, 0.15% active; in the data active means activity change below about -80%; inconclusive means between about -30% and that limit;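 further: parasites exposed to compound for two days anaerobically before the ATP read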
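Giardia lamblia trophozoites (100 cells/well) were incubated with compounds for 48 h at 37 deg C under anaerobic conditions. Viability was read as ATP content by one-step luminescence after 15-30 min at room temperature.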
FBPA coupling cs: inhibits coupling enzyme system, counter-screen for aldolase hits; coupling enzyme system counterscreen, AmpLite Red fluorescence; activity change, negative = inhibition, % at 58.2 µM, hits read low; 290,000 tested, 0.67% active; AID 2472; in the data active means activity change below about -30%
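Coupling enzymes only (glyceraldehyde-3-phosphate) + compound, at 57.5 uM final, 10 min RT; add substrate/coupling/AmpLite Red mix, 20 min RT; fluorescence ex 525/em 598 nm. Actives flag coupling-system interference.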
KCNH2 WT inh: blocks the wildtype human KCNH2 potassium channel. AID 720551. 340,000 tested, 0.37% active. activity change, % at 1.84 µM. U2OS, BacMam KCNH2, thallium flux FluxOr; stronger effect = lower value;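 active means maximum activity change below -70%; inconclusive means maximum activity change between -70% and -50%; inactive means maximum activity change above -50%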
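U2OS cells were transduced with wild-type KCNH2 virus (2.03 x 10^8 / mL) for 4 h at room temperature, then cultured overnight at 37 C. Thallium flux was read with FluxOr dye. Rate constants were normalized to DMSO controls.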
USP2a block: USP2a (human) protease inhibition; USP2 core, Ub-CHOP2 coupled fluorogenic reporter, 485/531; AID 463254; O75604; 330,000 tested, 0.01% active; Potency, µM (top dose mostly 38.3 µM), without a hit: top-dose activity change, negative = inhibition, actives largely listed as inhibitors;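 further: potency means the concentration at half of the fitted maximal effect; plate controls were DMSO wells for no effect and full inhibition by NEM control for full effect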
Target sequence (O75604 whole entry, looked up): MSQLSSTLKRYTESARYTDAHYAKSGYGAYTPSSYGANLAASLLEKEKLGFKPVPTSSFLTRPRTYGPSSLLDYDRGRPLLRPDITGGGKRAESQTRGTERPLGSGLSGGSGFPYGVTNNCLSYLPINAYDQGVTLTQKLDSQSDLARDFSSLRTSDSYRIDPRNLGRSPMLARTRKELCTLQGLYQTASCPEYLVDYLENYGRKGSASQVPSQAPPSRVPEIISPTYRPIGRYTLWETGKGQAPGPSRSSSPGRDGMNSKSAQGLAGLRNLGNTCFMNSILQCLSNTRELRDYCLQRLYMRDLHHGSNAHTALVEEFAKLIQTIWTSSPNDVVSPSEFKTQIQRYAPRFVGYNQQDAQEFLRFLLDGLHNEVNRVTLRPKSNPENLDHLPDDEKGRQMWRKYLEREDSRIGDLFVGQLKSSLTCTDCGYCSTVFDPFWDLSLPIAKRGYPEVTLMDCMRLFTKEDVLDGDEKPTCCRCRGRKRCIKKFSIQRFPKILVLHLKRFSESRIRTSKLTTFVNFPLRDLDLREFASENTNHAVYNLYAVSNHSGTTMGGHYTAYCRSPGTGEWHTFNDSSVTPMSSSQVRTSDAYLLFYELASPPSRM
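Deubiquitinase activity read as fluorescence (485/531 nm) after Ub-CHOP2 cleavage activates the enterokinase reporter on its substrate; USP2 core 10nM, Ub-CHOP2 and substrate 25nM each, 30min compound preincubation then 60min RT; data normalized to NEM, curves fitted.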
B2AR arrestin: recruits beta-arrestin to the human beta2-adrenergic receptor | beta-arrestin recruitment to beta2AR, cell-based reporter | P07550 | Potency, µM (doses to about 46.1 µM), without a hit: at the highest dose activation, actives largely listed as activators | 330,000 tested, 0.02% active;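 further: potency means the concentration at half of the fitted maximal effect; 0% = DMSO controls and full agonism = EC100 isoproterenol or metaproterenol; nearly all actives have a fitted effect of over 65% in size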
KCNH2 3.1 block: blocks the human KCNH2 3.1 channel isoform; AID 720553; activity change, % (tested at about 1.8 µM); U2OS KCNH2 3.1, thallium flux FluxOr; stronger effect = lower value; 340,000 tested, 0.95% active;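 active means maximum activity change below -70%; inconclusive means maximum activity change from -70% to -50%; inactive means maximum activity change above -50%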;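 further: thallium influx rate constant from kinetic fluorescence after stimulation buffer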
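Normalized rate constant (relative to positive and negative DMSO controls) derived from a 2 min kinetic fluorescence read after stimulation; U2OS cells expressing the 3.1 isoform via virus at 1.77 x 10^8 /mL.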
GALK inhibitor: blocks human galactokinase activity; Potency, µM (titrated, usually from 57.5 µM), for the others: at the highest dose activity change, negative = inhibition, actives largely listed as inhibitors; 270,000 tested, 0.007% active; Purified GALK, Kinase-Glo residual ATP luminescence; P51570; AID 1868; further: potency means the concentration at half of the fitted maximal effect
Target sequence (P51570 whole entry, looked up): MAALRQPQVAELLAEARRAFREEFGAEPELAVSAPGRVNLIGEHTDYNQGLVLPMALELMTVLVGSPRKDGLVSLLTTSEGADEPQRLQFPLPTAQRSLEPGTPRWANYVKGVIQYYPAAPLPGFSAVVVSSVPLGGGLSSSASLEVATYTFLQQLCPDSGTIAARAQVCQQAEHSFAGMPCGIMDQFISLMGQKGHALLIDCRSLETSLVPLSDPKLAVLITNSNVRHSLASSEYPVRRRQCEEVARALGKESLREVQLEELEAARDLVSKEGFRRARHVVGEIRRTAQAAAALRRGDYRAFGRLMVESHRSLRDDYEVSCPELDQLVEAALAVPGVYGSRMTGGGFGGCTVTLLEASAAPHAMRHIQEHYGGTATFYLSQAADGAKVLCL
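Kinase-Glo Plus luminescence measured ATP left after a 1 h room-temperature reaction. The reaction used 5 nM GALK, 100 uM galactose and 35 uM ATP at pH 8.0 (20 mM HEPES, 5 mM MgCl2, 60 mM NaCl, 1 mM DTT, 0.01% BSA).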
PKM2 act: PKM2 (human) enzyme activation; Potency, µM (top dose mostly 57.5 µM), without a hit: at the highest dose activation, hits mostly activators; purified PKM2, Kinase-Glo ATP luminescence, activation; response scale: 0% is enzyme alone, no compound; P14618; AID 1631; 260,000 tested, 0.34% active; further: potency means the concentration at half of the fitted maximal effect; nearly all actives have a fitted effect of over 55% in size
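Kinase-Glo luminescence reports ATP generated from ADP (0.1 mM) and PEP (0.5 mM) by purified hPK-M2 after 1 h at room temperature, pH 7.2 imidazole buffer; intermediate enzyme activity allows detecting inhibitors and activators.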
Eya2 inh: Eya2 (human) phosphatase inhibition; O00167; AID 488837; Potency, µM (highest dose often 76.9 µM), for inactives: at the highest dose activity, negative = inhibition, most hits filed as inhibitors; 330,000 tested, 0.006% active; recombinant Eya2, OMFP fluorescence dephosphorylation (OMFP is methylfluorescein phosphate); further: potency means the concentration at half of the fitted maximal effect
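Eya2 protein (added as 0.2 uM solution) was preincubated with compound for 10 min at ambient temperature in 50 mM HEPES pH 7.5, 50 mM NaCl, 5 uM MgCl2, 0.05% BSA, 1 mM DTT. OMFP (added at 50 uM) then reacted 10 min; fluorescence read at 485/525 nm.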
uPA surface inh: inhibitors of cell surface uPA generation; cell surface uPA generation assay, qHTS; Potency, µM (doses to about 38.3 µM), for inactives: at the top dose activity change, negative = inhibition, hits mostly inhibitors; 330,000 tested, 0.31% active; active means well fitted inhibition curve with a large enough effect; inconclusive means small, poorly fitted or top-dose-only effect; inactive means no such curve, though single readings can be large or run the other way; tested in mouse RAW 264.7 cells; further: potency means the concentration at half of the fitted maximal effect; nearly all actives have a fitted effect of over 55% in size
An asterisk follows results filed as active; ? = inconclusive; . = not tested or not shown; [ ] = remark or other dose. Unless noted, the call rests on the fitted dose curve; in most records, active means well fitted curve in the direction sought with a large enough effect; inconclusive means small, poorly fitted or top-dose-only effect, or another doubt; inactive means no such curve, though single readings can be large; an effect the other way counts as inactive or inconclusive. Unless noted, on the % scale 0 is the no-effect control and ±100 the full control effect.

SMILES	BCR signal inh	Giardia kill	FBPA coupling cs	KCNH2 WT inh	USP2a block	B2AR arrestin	KCNH2 3.1 block	GALK inhibitor	PKM2 act	Eya2 inh	uPA surface inh
CN1CCCN(S(=O)(=O)c2cccc(C(F)(F)F)c2)c2nc3ccccc3nc21	6%	15	.	10	0%	0.0%	2	.	.	-2%	-10%
O=C(NCc1cccnc1)C1CCCN(S(=O)(=O)c2cccc3nsnc23)C1 (configuration not stated)	1%	0	0	-1	2%	-0.5%	6	.	16%	4%	4%
O=C(COC(=O)C1CCN(S(=O)(=O)c2cccs2)CC1)Nc1ccc(F)cc1F	13%	6	1	14	-1%	0.2%	-10	0%	3%	7%	3%
COCCCNC(=S)N1CCC(C(=O)c2ccc3c(c2)OCCO3)CC1	-16%	-6	1	-4	-1%	0.1%	-16	5%	-1%	-7%	-1%
O=C(N/N=C1\CCCc2ccccc21)c1cccc([N+](=O)[O-])c1	?	-13	1	-2	0%	-0.7%	6	0%	-4%	-27%	6%
CCOC(=O)C1(CCCc2ccccc2)CCN(C(=O)c2cnc(C)cn2)CC1	-22%	-4	2	5	-5%	-1.3%	.	4%	0%	-27%	5%
CC(C)Oc1ccc(C(=O)Nc2ccc([N+](=O)[O-])cc2)cc1	1%	-6	1	-13	9%	-0.8%	-5	0%	-6%	5%	-9%
CC(=O)Nc1ccccc1OCC(=O)NCCC1=CCCCC1	-5%	5	6	-7	3%	-0.1%	-3	12%	1%	4%	-6%
CC[C@H](C)[C@H](NC(N)=O)C(=O)Nc1ccc(C)cc1	0%	9	3	-9	2%	-0.4%	-1	0%	2%	-1%	7%
Cc1nn(C)c2ncc(C(N)=O)c(Oc3ccc(Cl)cc3)c12	0%	15	3	0	0%	-0.8%	-12	.	-6%	-2%	14%
Cc1ccnc(SCC(=O)N2CCN(c3ccccc3)CC2)n1	3%	1	-1	-23	2%	-1.4%	10	0%	-6%	-13%	5%
O=C(C1CC1)N1CCN(c2ccc(F)cc2)CC1	2%	-2	0	-5	-2%	-0.5%	18	4%	-1%	10%	0%
CCOc1ccc(/C=N/n2c(C3CCCCC3)n[nH]c2=S)cc1	?	19	1	-11	-6%	-1.0%	10	8%	.	1%	8%
CCc1ccc(NC(=O)CNC(=O)c2cn(-c3ccccc3OC)c(=O)c3ccccc23)cc1	-21%	-1	3	5	-28%	0.3%	-5	1%	12%	11%	1%
O=C(Cn1ccc(=O)[nH]c1=O)NCCO	-7%	-29	1	0	0%	0.1%	5	11%	.	-3%	5%
O=C(Nc1ccc(Cl)cc1C(=O)N1CCOCC1)c1cccc([N+](=O)[O-])c1	?	.	-2	.	2%	0.1%	.	-2%	1%	3%	.
CC(=O)c1c(C)[nH]c(C(=O)Nc2cccc(S(=O)(=O)N3CCCCC3)c2)c1C	?	-15	.	-15	-2%	-0.6%	-6	.	.	?	-17%
COc1cc(C2=NOC(C(=O)Nc3cccnc3)C2)cc(OC)c1OC (configuration not stated)	-13%	-25	-1	1	0%	-0.8%	-1	-2%	0%	-4%	0%
O=C(O)c1ccc(Nc2nc3ccccc3nc2NS(=O)(=O)c2cccs2)cc1	?	-7	-2	-5	-1%	0.4%	4	4%	-12%	7%	9%
COc1cc(C(O)P(=O)(OCC(C)C)OCC(C)C)cc(OC)c1OC (configuration not stated)	9%	39[activator]	2	2	2%	-2.6%	5	-3%	-3%	-5%	10%
Cc1ccc(-c2nnc(COc3cccc(-n4cnnn4)c3)o2)cc1	-16%	4	1	20	-1%	-0.3%	-20	-4%	-1%	5%	-2%
CC(=O)Nc1cccc(OCCCNC(=O)c2ccc(F)cc2)c1	-5%	3	1	-3	0%	0.1%	14	-1%	0%	-6%	7%
COC(=O)c1ccccc1NC(=O)C/C(C)=N/NC(=O)CC#N	?	7	3	1	0%	-0.2%	-6	0%	18%	5%	4%
Cc1cc(C)cc(OCC(=O)Nc2ccc3c(c2)OCCO3)c1	?	-4	3	-6	3%	-0.3%	-17	0%	3%	6%	2%
O=C(/C=C/c1ccccc1)N1c2ccccc2Sc2ccc(C(F)(F)F)cc21	6%	-8	0	0	0%	0.0%	5	0%	-17%	-14%	4%
SMILES	BCR signal inh	Giardia kill	FBPA coupling cs	KCNH2 WT inh	USP2a block	B2AR arrestin	KCNH2 3.1 block	GALK inhibitor	PKM2 act	Eya2 inh	uPA surface inh
O=C(OCc1ccccc1)C1CCCN1C(=O)c1ccccc1[N+](=O)[O-] (configuration not stated)	?	15	6	-9	-2%	5.1%	-4	-3%	10%	-8%	.
CCOC(=O)C1=C(C)N=C2SC(CC)C(=O)N2C1c1cccc(F)c1 (configuration not stated)	?	-2	4	-8	1%	-0.1%	-2	0%	4%	-14%	3%
COc1ccc2[nH]c3nc(SCC(=O)Nc4ccc5c(c4)OCO5)nnc3c2c1	-17%	13	8	6	-5%	-0.1%	16	1%	7%	-3%	-5%
CCNS(=O)(=O)c1ccc(CCC(=O)NCc2cccnc2)cc1	0%	13	-1	-7	2%	0.2%	4	5%	4%	-1%	10%
CCc1c(C)nc2ncnn2c1Nc1ccc(C#N)c(Cl)c1	6%	0	3	-17	1%	0.4%	.	4%	-17%	36%	.
O=C(CCCn1c(=O)[nH]c2ccc(Br)cc2c1=O)NCc1ccc(Cl)cc1	-2%	-3	3	1	11%	-0.2%	-6	-1%	1%	15%	0%
O=c1cc(C(F)(F)F)oc2c1ccc1ccccc12	11%	-7	-1	0	2%	-0.9%	9	-4%	6%	-1%	1%
COc1ccc(CCC(=O)Nc2cccc(S(=O)(=O)N3CCOCC3)c2)cc1OC	-23%	14	.	-6	-2%	0.1%	2	.	.	-13%	-6%
COC(=O)c1sc2cnccc2c1N	?	-9	1	-3	7%	0.3%	6	4%	7%	6%	1%
Cc1cccc(NC(=O)c2ccc3c(=O)n4c(nc3c2)CCCCC4)n1	7%	-8	.	-9	-1%	-0.2%	-1	.	.	5%	-8%
O=C1Nc2ccc(Br)cc2/C1=C/C(=O)c1ccc2c(c1)OCO2	?	-4	-2	-11	1%	-0.6%	-9	-5%	13%	-6%	?
Cc1cc2oc(C(=O)NCCc3ccc(S(N)(=O)=O)cc3)cc(=O)c2cc1C	0%	-6	1	5	1%	5.7%	12	-2%	.	13%	-2%
O=C1c2ccccc2C(=O)N1CCSc1ncn[nH]1	-2%	-12	0	2	-4%	-1.1%	-8	2%	-16%	3%	5%
Cc1csc2c(NCCCN3CCOCC3)ncnc12	5%	2	0	4	0%	-0.2%	-7	1%	-1%	7%	-4%
CC(C)Cn1c(CCC(N)=O)nnc1SC(C)C(=O)Nc1ccc2c(c1)OCO2 (configuration not stated)	3%	0	.	-1	2%	0.2%	10	.	.	12%	7%
CCc1ccc(NC(=O)Nc2ccsc2C(=O)OC)cc1	?	-9	-4	-4	3%	-0.7%	-20	13%	-27%	-18%	3%
CCN1CCN(C(=O)CCn2c(=O)c3cccn3c3cccnc32)CC1	-10%	-8	.	-6	1%	0.0%	21	4%	.	-1%	0%
CC(NC(=O)Cn1cnc2c1c(=O)n(C)c(=O)n2C)c1ccccc1 (configuration not stated)	-1%	2	0	-3	0%	0.4%	4	0%	2%	3%	2%
CCCC(c1nnnn1CS(=O)(=O)c1ccc(C)cc1)N1CCN(c2ccccc2)CC1 (configuration not stated)	-3%	1	-2	3	1%	-0.2%	-12	0%	2%	7%	0%
CC(C)CC(NC(=O)C1CCC(C)CC1)C(=O)Nc1ccccc1F (configuration not stated)	8%	3	-2	-2	-1%	0.1%	-15	0%	2%	-6%	3%
CN(CC(=O)NCCc1ccc(Cl)cc1)S(=O)(=O)c1ccc2c(c1)c(=O)n(C)c(=O)n2C	2%	19	6	-2	-2%	-0.6%	6	2%	1%	-1%	-11%
CN(C)S(=O)(=O)c1ccc(C(=O)NCCN=C2NS(=O)(=O)c3ccccc32)cc1	0%	-16	0	-1	?	0.3%	12	-1%	1%	-23%	5%
CCOc1ccc(-c2nnn(CCC(=O)O)n2)cc1OC	?	1	6	-1	0%	-0.2%	6	0%	20%	8%	-1%
Cc1ccccc1-n1c(=O)[nH]c(=O)c2c(N)c(C(=O)c3ccc(Cl)cc3)sc21	?	33[activator]	6	4	2%	-0.2%	2	2%	5%	-2%	1%
CCOC(=O)c1cc(CC)sc1NC(=O)C1CC1	11%	20	2	18	3%	0.1%	0	2%	-3%	0%	.
COc1cc(/C=C/C(=O)O)cc(Br)c1O	?	1	1	-7	1%	-0.1%	-1	0%	-1%	-2%	5%

Screening results from PubChem BioAssay.
